# Screening results as filed in PubChem BioAssay.
# TCR act = T cell receptor activation. primary human leukocytes, anti-CD3, IL-2 HTRF, 48 h. Potency, µM (highest dose often 9.22 µM), for the others: at the top dose activation of IL-2 secretion, hits mostly activators. 330,000 tested, under 10 active. AID 504894; also: % of control where 0% means no effect
#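 HTRF read-out of IL-2 secretion: europium cryptate donor excited at 320nm, d2 acceptor emission at 665nm. Cells were primary human leukocytes incubated 48 hr with compounds and a-CD3 beads, supplying TCR signal only.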
# PTAP TSG101 blk = blocks PTAP/TSG101 interaction to inhibit HIV-1 budding; Q99816; Fluorescence polarization, FITC-PTAP peptide / Tsg101 binding; Potency, µM (titrated, usually from 115 µM), without a hit: at the top dose activity change, negative = inhibition, most hits filed as inhibitors; 340,000 tested, under 10 active; active = well fitted inhibition curve with a large enough effect in the main read-out, with a control signal flat, not every such curve was filed as active; inconclusive = small, poorly fitted or top-dose-only effect, or effect the other way, or a change in a side signal; inactive = no such curve, though single readings can be large or run the other way; also: potency is read from the fitted curve at half-maximal effect; % of control where 0% means no effect
# Target sequence (Q99816 whole entry, looked up): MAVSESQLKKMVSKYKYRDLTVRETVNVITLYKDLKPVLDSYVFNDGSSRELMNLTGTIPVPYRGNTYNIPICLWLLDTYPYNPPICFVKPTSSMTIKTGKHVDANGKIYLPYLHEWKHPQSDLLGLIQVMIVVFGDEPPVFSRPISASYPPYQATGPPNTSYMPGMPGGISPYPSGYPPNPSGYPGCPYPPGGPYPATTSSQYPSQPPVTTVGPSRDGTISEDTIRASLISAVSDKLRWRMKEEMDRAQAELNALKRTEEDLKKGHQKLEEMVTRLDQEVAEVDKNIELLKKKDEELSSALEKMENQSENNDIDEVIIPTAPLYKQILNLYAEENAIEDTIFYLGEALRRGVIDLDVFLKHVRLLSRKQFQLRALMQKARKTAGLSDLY
#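 Tsg101 binding domain (10 uM final) was mixed with compound and a FITC-labeled PTAP peptide (50 nM final) in HEPES pH 7.5 buffer with NaCl, Tween 20, EDTA and TCEP; fluorescence polarization was read after 20 min at r.t.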
# AT treatment = potential ataxia-telangiectasia treatment | […] A-T fibroblasts, KAP-1 phosphorylation AlphaLISA; neocarzinostatin DNA damage 30 min before lysis | Potency, µM (titrated, usually from 57.5 µM), inactives show top-dose activation, most hits filed as activators | 320,000 compounds, 0.19% hits; also: potency is read from the fitted curve at half-maximal effect; % of control where 0% means no effect; nearly all actives have a fitted effect of over 45% in size
#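 ATM-like activity read as KAP-1 phosphorylation via AlphaLISA donor/acceptor antibody pairs after lysis and 6 hr at 25C. Cells were ATM-null patient fibroblasts ([…], hTERT), dosed 60 min, then exposed to the DSB inducer NCS for 30 min.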
# TSHR antagonist = blocks TSH signaling through the human TSH receptor. P16473. TSHR-expressing cells, TSH-stimulated cAMP HTRF, 2 h; active compounds read low. activity change, negative = inhibition, % at 11.5 µM. 330,000 compounds, 0.2% hits;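 active = activity change below a set negative limit, meaning inhibition stronger than a set level, cut at about -70% in these data; inconclusive = activity change between two set negative limits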; also: % is scaled to controls: 0 for no effect and ±100 for the full control effect
#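 Antagonism was scored as loss of TSH-driven cAMP in TSHR cells, stimulated with 4nM TSH (EC80) for 2 hours at 37 deg C and detected by homogeneous HTRF competition immunoassay.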
# a7 integrin act = activates integrin-mediated alleviation for muscular dystrophy; 350,000 compounds, 0.064% hits; Potency, µM (highest dose often 38.3 µM), without a hit: top-dose activation, actives largely listed as activators; alpha7betagal myoblasts, beta-gal FDG fluorescence, 48 h;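 also: potency is read from the fitted curve at half-maximal effect; 100% = response of the positive control SU9516; nearly all actives have a fitted effect of over 60% in size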
#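 alpha7betagal+/- myoblasts (passage 13, 250/well) treated 48 h at 37C with compounds at 1:260 dilution of DMSO stock. Lysed, then beta-galactosidase activity read as FDG fluorescence (ex 480/em 540) after 30 min, with pre-read for autofluorescence.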
# Menin-MLL TR inh = menin-MLL binding inhibition, Texas Red mutant peptide; O00255; Menin + Texas Red MLL mutant peptide, fluorescence polarization; Potency, µM (series often up to 61.6 µM), without a hit: top-dose FP activity change, negative = inhibition, actives largely listed as inhibitors; 270,000 compounds, 0.23% hits; active = well fitted inhibition curve with a large enough effect in the polarisation, with a control signal flat, not every such curve was filed as active; inconclusive = small, poorly fitted or top-dose-only effect, or effect the other way, or a change in a side signal; inactive = no such curve, though single readings can be large or run the other way; the % refers to the polarisation; also: potency is read from the fitted curve at half-maximal effect; % of control where 0% means no effect; many of its hits are not listed in these tables
# ASM inhibitor = blocks human secretory acid sphingomyelinase. placental ASM, HMU-PC fluorogenic substrate, 60 min. Potency, µM (series often up to 57.5 µM), without a hit: top-dose activity change, negative = inhibition, hits mostly inhibitors. 340,000 compounds, 0.006% hits. AID 504937; also: potency is read from the fitted curve at half-maximal effect
#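 Fluorescence read-out (Ex 386 nm, Em 447 nm) after stopping the reaction at pH 10. Enzyme: ASM from human placenta; substrate HMU-PC0, 9 uM final; 60 min, 37 °C. Compound preincubation 10 min, ambient temperature.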
# MBNL1 CUG block = MBNL1-poly(CUG) RNA binding inhibition. TR-FRET MBNL1-His/biotin-(CUG)12 binding, 665/545 ratio. Potency, µM (series often up to 57.5 µM), inactives show at the highest dose activity change, negative = inhibition, actives largely listed as inhibitors. 280,000 compounds, 0.036% hits; active = well fitted inhibition curve with a large enough effect in the signal ratio, with a control signal flat, not every such curve was filed as active; inconclusive = small, poorly fitted or top-dose-only effect, or effect the other way, or a change in a side signal; inactive = no such curve, though single readings can be large or run the other way; the % refers to the signal ratio; also: potency is read from the fitted curve at half-maximal effect; % is scaled to controls: 0 for no effect and ±100 for the full control effect
# Target sequence (Q9NR56 whole entry, looked up): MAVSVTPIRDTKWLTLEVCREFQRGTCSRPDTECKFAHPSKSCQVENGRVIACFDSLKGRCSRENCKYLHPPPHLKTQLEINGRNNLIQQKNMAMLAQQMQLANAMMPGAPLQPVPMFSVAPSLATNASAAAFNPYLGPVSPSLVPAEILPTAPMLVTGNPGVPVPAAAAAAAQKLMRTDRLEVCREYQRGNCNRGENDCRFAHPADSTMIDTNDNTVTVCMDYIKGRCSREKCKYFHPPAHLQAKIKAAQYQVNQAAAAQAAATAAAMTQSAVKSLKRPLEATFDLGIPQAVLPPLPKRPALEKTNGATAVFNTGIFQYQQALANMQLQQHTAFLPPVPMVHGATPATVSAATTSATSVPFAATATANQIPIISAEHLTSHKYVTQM
#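 MBNL1-His + Biotin-(CUG)12, cpd titration 92 nM–58 uM; Tb anti-His Ab 0.055 ng/ul, SA-XL665 5 nM (final); 60 min RT; ratiometric 665/545 nm, Ex 340 nm; normalized to buffer and full-complex controls.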
# MLL CXXC-DNA inh = inhibitors of human MLL CXXC domain-DNA interaction; 290,000 compounds, 0.037% hits; AID 2662; MLL-CXXC / FITC-HOXA9 DNA fluorescence polarization; Q03164; Potency, µM (top dose mostly 115 µM), inactives show top-dose activity change, negative = inhibition, hits mostly inhibitors; active = well fitted inhibition curve with a large enough effect in the polarisation, with a control signal flat, not every such curve was filed as active; inconclusive = small, poorly fitted or top-dose-only effect, or effect the other way, or a change in a side signal; inactive = no such curve, though single readings can be large or run the other way; the % refers to the polarisation; also: potency is read from the fitted curve at half-maximal effect
#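 Fluorescence polarization: 7 uM MLL-CXXC (stock) preincubated 5 min with compounds, then 50 nM fluorescein-HOX-A9 DNA (stock) added; 30 min ambient. Buffer 50 mM Tris-HCl pH 7.5, 50 mM NaCl, 1 mM DTT, 0.05% BSA.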
# Mito fusion yeast = blocks mitochondrial division or promotes mitochondrial fusion; S. cerevisiae fusion-defective mutant growth rescue, CellTiterGlo 48 h; Potency, µM (highest dose often 46.1 µM), for the others: at the top dose growth rescue (activation), most hits filed as activators; 320,000 compounds, 0.23% hits;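 also: potency is read from the fitted curve at half-maximal effect; % of control where 0% means no effect; nearly all actives have a fitted effect of over 45% in size; temperature-sensitive fusion mutants such as fzo1-1 at 37 °C on non-fermentable ethanol glycerol medium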
#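 Yeast fusion mutant, YPEG (non-fermentable carbon), compound, 48 h at 37C non-permissive; CellTiterGlo added, 10 min RT, luminescence read. Rescued growth = division inhibition.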
# Starred values were filed as active, the others as inactive; ? = inconclusive; . = not tested or not shown; [ ] = dose if it differs, or a comment. Unless noted, calls follow the shape of the dose curve; as a rule, active = well fitted curve in the direction sought with a large enough effect; inconclusive = small, poorly fitted or top-dose-only effect, or another doubt; inactive = no such curve, though single readings can be large; an effect the other way counts as inactive or inconclusive. The list is partial; rates above refer to the full screens.
Structure | TCR act | PTAP TSG101 blk | AT treatment | TSHR antagonist | a7 integrin act | Menin-MLL TR inh | ASM inhibitor | MBNL1 CUG block | MLL CXXC-DNA inh | Mito fusion yeast
O=C(CN(C(=O)c1csnn1)c1cccc(C(F)(F)F)c1)NCCc1ccccc1 | 2% | -1% | -2% | -1 | 9% | -11% | -2% | -11% | 14% | 9%
O=C(Nc1cccnc1)c1cccs1 | 4% | -4% | -8% | 3 | 12% | -2% | 4% | -2% | -9% | 0%
CCOc1cccc(-c2nn3c(-c4ccccn4)nnc3s2)c1 | -3% | 3% | 6% | 2 | 2% | -24% | -3% | 3% | 1% | 12%
O=C(NCc1ccccc1)C(c1ccccn1)N(C(=O)c1csnn1)c1ccccc1F (stereo not drawn) | -10% | 0% | 5% | 3 | 6% | -6% | 0% | 9% | 13% | 6%
Cc1ccc(SC(C)C(=O)NC2CC2)cc1 (stereo not drawn) | 2% | 0% | 3% | 7 | 41% | . | -2% | 6% | -1% | 4%
COC(=O)c1ccc(COC(=O)c2cnc(Cl)c(Cl)c2)cc1 | -6% | -8% | -1% | 1 | -2% | -18% | -1% | -4% | 5% | -7%
O=C(COc1ccccc1)OCc1cc(-c2ccco2)on1 | 4% | -8% | 2% | -5 | 23% | . | -3% | . | . | -3%
CN(C(=O)c1c(Cl)nc2sccn12)C1CCCCC1 | -16% | -5% | 1% | 9 | -7% | -2% | 0% | 1% | -1% | 8%
CCc1cc(C(=O)Cc2nc3ccccc3s2)c(O)cc1OCC(=O)O | -4% | -6% | 0% | -12 | 1% | . | 31%[activator] | 0% | 9% | -2%
CCn1nc(NC(=O)c2ccncc2)c2cc3ccccc3nc21 | 4% | -3% | -3% | -3 | -14% | 16% | 23% | ? | -2% | 2%
Cn1nc(C(=O)Nc2ccc(S(=O)(=O)N3CCCCC3)cc2)ccc1=O | 2% | -2% | 5% | -11 | 11% | -7% | 7% | 2% | 0% | 1%
CCOc1ccc(NC(=O)CCc2c(C)noc2C)cc1OC | 5% | -9% | -2% | 26 | 3% | . | 4% | . | . | -6%
Cc1cccc(N(Cc2ccccc2)C(=O)c2ccc(CS(C)(=O)=O)cc2)c1 | 1% | . | 2% | 13 | -10% | . | 0% | -3% | -1% | 3%
Cc1nn(Cc2ccc([N+](=O)[O-])cc2)c(=O)n1-c1ccc(Cl)cc1 | 6% | -4% | -2% | -5 | -19% | 2% | -4% | 30% | 32% | -2%
Cc1ccc(Cn2c(SCC(=O)N/N=C/c3ccccc3OCC(=O)O)nc3ccccc32)cc1 | -15% | -4% | 17% | -18 | 15% | . | 8% | -4% | -2% | 5%
O=C(CSc1ncnc2c1oc1ccccc12)Nc1nccs1 | -5% | -4% | 0% | 2 | -9% | -3% | 0% | -7% | 3% | -2%
Cc1ccc(C)c(OCC(=O)N(Cc2ccccc2)c2c(N)n(Cc3ccccc3)c(=O)[nH]c2=O)c1 | 5% | -3% | . | . | 27% | . | 2% | . | . | .
O=C(C1CCCN(S(=O)(=O)c2ccccc2)C1)N1CCCc2ccccc21 (stereo not drawn) | 8%[46.1 µM] | -2% | -5% | -6 | 9% | -8% | 4% | 10% | -8% | 28%
CCOc1ccccc1OCCCCCc1c(C)n[nH]c1C | -6% | -10% | 9% | -26 | 0% | ? | 0% | -8% | -11% | -8%
Cc1ccc(N=C2NC(=O)/C(=C/C=C/c3ccco3)S2)cc1C | 4%[46.1 µM] | 9% | -3% | -11 | -32% | ? | -22% | . | 9% | 7%
O=C(NCCN1CCCC1=O)C1CCC(=O)N(CCc2ccc(Cl)cc2)C1 (stereo not drawn) | -15% | -3% | -4% | 8 | 7% | 16% | 1% | -6% | -2% | 0%
O=C(/C=C/c1ccco1)NC(=S)Nc1ccc(N2CCCC2)cc1 | -6%[46.1 µM] | 1% | 4% | -6 | -21% | ? | -10% | 1% | 1% | -7%
CCOC(=O)/C(=C\C=C1/Sc2cc(OCC)c(OCC)cc2N1CC)C(C)=O | 5%[46.1 µM] | ? | -4% | -5 | -439%[inhibitor] | -15% | -11% | ? | ? | 27%
COc1ccc(CN2CCCCCC2)c(C)c1C | -4%[46.1 µM] | -5% | -1% | -4 | 9% | 33%[activator] | 7% | -11% | 1% | 0%
O=C1CC(/C=C/c2ccccc2)(C(=O)NC2CCCC2)N1c1ccc(S(=O)(=O)N2CCCC2)cc1 (stereo not drawn) | -5%[46.1 µM] | -2% | . | 15 | 13% | -5% | -1% | -3% | 3% | 1%
CSc1ccccc1NC(=O)CN(C)C(=O)c1ccc(-n2cccn2)cc1 | . | -3% | 4% | 6 | ? | . | -2% | . | . | 3%
COc1ccccc1CC(=O)Nc1ccc(S(=O)(=O)N2CCN(C)CC2)cc1 | -5% | . | 3% | 25 | 22% | . | 3% | -3% | -4% | 3%
NC(=O)C1CCN(C2=C(Cl)C(=O)c3ccccc3C2=O)CC1 | 4% | -7% | ? | 44 | -66%[inhibitor] | . | -9% | ? | ? | -7%
CCN(Cc1ccccc1)C(=O)CSc1n[nH]c(N)n1 | -1% | -2% | -2% | -2 | 0% | -12% | 1% | -3% | -5% | -5%
O=c1[nH]nc(Cc2ccc(Cl)cc2Cl)c2ccccc12 | 5% | -1% | 11% | -11 | -29% | -14% | -3% | -7% | 6% | 2%

# 2 compounds picked at random from the list so far, as already listed:
Structure | TCR act | PTAP TSG101 blk | AT treatment | TSHR antagonist | a7 integrin act | Menin-MLL TR inh | ASM inhibitor | MBNL1 CUG block | MLL CXXC-DNA inh | Mito fusion yeast
CCN(Cc1ccccc1)C(=O)CSc1n[nH]c(N)n1 | -1% | -2% | -2% | -2 | 0% | -12% | 1% | -3% | -5% | -5%
CCOC(=O)/C(=C\C=C1/Sc2cc(OCC)c(OCC)cc2N1CC)C(C)=O | 5%[46.1 µM] | ? | -4% | -5 | -439%[inhibitor] | -15% | -11% | ? | ? | 27%

# Later entries:
Structure | TCR act | PTAP TSG101 blk | AT treatment | TSHR antagonist | a7 integrin act | Menin-MLL TR inh | ASM inhibitor | MBNL1 CUG block | MLL CXXC-DNA inh | Mito fusion yeast
Cc1cc(C)cc(C(=O)NC(CC(N)=O)c2ccc(NCCN3CCOCC3)c([N+](=O)[O-])c2)c1 (stereo not drawn) | 1% | -1% | -4% | 29 | -28% | -1% | 6% | ? | -8% | 1%
O=C(CCN1C(=O)C2C3C=CC(C4CC34)C2C1=O)OCC(=O)c1ccccc1 (stereo not drawn) | -5% | 0% | 4% | 15 | 0% | . | -1% | -1% | -3% | -3%
O=C1C=C(c2cccc(Cl)c2O)C[C@@H](c2ccc(Cl)cc2)C1 | -4% | -3% | 17% | -33 | 16% | . | -22% | . | . | 13µM*
CCOc1ccc(/C=C/C(=O)c2c(O)cc(C)oc2=O)cc1 | -6% | 4% | 1% | -15 | -30%[inhibitor] | 20% | -3% | -2% | -22% | -11%
COc1ccc2nc(-c3ccc(N)cc3)[nH]c2c1 | 17%[46.1 µM] | -5% | -1% | -13 | 17% | ? | 0% | -1% | -5% | 0%
O=C(Cn1cc2c(n1)CCCC2)N1CCc2ccccc21 | 2%[46.1 µM] | -7% | 6% | 6 | -14% | -2% | 0% | 4% | 12% | -6%
O=C1Nc2ccccc2C1(O)C/C(=N/O)c1ccccc1 (stereo not drawn) | 0% | -3% | 3% | 4 | 15% | -10% | -2% | 0% | -9% | 0%
CCC(C)NC(=O)C1(C)CCC(=O)N1Cc1ccccc1OC (stereo not drawn) | -3% | -4% | 3% | 1 | -8% | -8% | 3% | 1% | -3% | 5%
COc1ccccc1OCc1nnc(SCC(=O)Nc2nnc(C3CC3)s2)n1C | 6% | -3% | 7% | -1 | -2% | -18% | 11% | -6% | 24% | -3%
CN(C)c1ccc(NC(=O)c2ccc3c(c2)nnn3C)cc1 | 10% | 0% | -4% | -18 | 34% | 8% | -5% | -9% | 4% | -2%
N#Cc1ccsc1NC(=O)COC(=O)CCS(=O)(=O)c1ccccc1 | 15%[46.1 µM] | -7% | 13% | -29 | ? | . | 2% | . | . | .

# 3 compounds from above, arranged by the number in PTAP TSG101 blk, low to high.
SMILES	PTAP TSG101 blk
COc1ccc2nc(-c3ccc(N)cc3)[nH]c2c1	-5%
Cc1cc(C)cc(C(=O)NC(CC(N)=O)c2ccc(NCCN3CCOCC3)c([N+](=O)[O-])c2)c1 (stereo not drawn)	-1%
CN(C)c1ccc(NC(=O)c2ccc3c(c2)nnn3C)cc1	0%
